NOD1 NF-kB reporter – NOD1 signaling inhibitors, primary screen, cell-based, luminescence, uHTS (AID 1578); NOD1-driven NF-kB luciferase reporter cells, luminescence; higher % means a stronger effect; one-dose inhibition, % at 4 µM; EC50 in µM for titrated hits; actives 1% (n = 290,000); in the data active means inhibition mostly above about 36%, no sharp cut-off; inactive means mostly below about 34%;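 further: HEK-293T reporter cells stimulated with the NOD1 agonist gamma-tri-DAP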
HIV fusion peptide – inhibitors of HIV fusion peptide binding, primary screen, biochemical, uHTS, fluorescence dequenching (AID 1986). cell-free peptide binding, fluorescence dequenching, 30 min; higher % means a stronger effect. inhibition, % at 20 µM, or IC50 in µM where a hit was titrated. actives 0.3% (n = 290,000); in the data active means inhibition mostly above about 52%, no sharp cut-off; inactive means mostly below about 76%; further: some results filed as inactive read as strong as hits
GPR55 beta-arrestin – selective activators of receptor GPR55 – imaging, U2OS cells, beta-arrestin-GFP redistribution, primary screen (AID 1961). actives 0.048% (n = 290,000). one-dose activation, % at 10 µM; EC50 in µM for titrated hits. U2OS GPR55 beta-arrestin-GFP redistribution imaging; higher % means a stronger effect;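 active means activation above 40% with more than 50 cells counted in the well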;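 further: U2OS osteosarcoma cells stably expressing GPR55 and beta-arrestin-GFP; plate controls were DMSO negative control for no effect and LPI positive control for full effect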
KOR beta-arrestin-1 – KOR agonists, beta-arrestin recruitment, primary screen, cell-based, luminescence, uHTS (AID 1777) | activation, % at 10 µM, or EC50 in µM where a hit was titrated | actives 0.02% (n = 280,000) | KOR beta-arrestin recruitment, luminescence; higher % means a stronger effect; in the data active means activation above about 50%, passing the limit was not always enough; further: a part of the inactive calls stands beside numbers as strong as those of hits
GPR55 LPI antagonism – inhibition of LPI-stimulated GPR55 beta-arrestin translocation – imaging, U2OS, beta-arrestin-GFP, LPI agonist, primary screen (AID 2013); U2OS GPR55 beta-arrestin-GFP translocation imaging, LPI antagonism; higher % means a stronger effect; actives 0.13% (n = 290,000); inhibition, % at 10 µM, or IC50 in µM where a hit was titrated;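 active means spots per cell inhibited over 60%, with over 100 cells counted and total cytoplasm intensity under 500,000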;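 further: U2OS cells stably carrying GPR55 and arrestin-GFP stimulated by 5 µM LPI near EC80; imaged beta-arrestin-GFP aggregate spots per cell after agonist stimulation; plate controls were LPI-stimulated DMSO wells for no effect and DMSO wells without LPI for full effect; some results filed as inactive read as strong as hits; confirmed hits need IC50 under 10 µM and bright autofluorescent wells are also inconclusive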
KOR beta-arrestin-2 – KOR antagonists, beta-arrestin recruitment, cell-based, luminescence, uHTS (AID 1778) | KOR beta-arrestin recruitment, luminescence, antagonist mode; higher % means a stronger effect | one-dose inhibition, % at 10 µM; IC50 in µM for titrated hits | actives 0.091% (n = 290,000); in the data active means inhibition above about 50%; further: strong numbers were not always called active
West Nile antiviral – inhibition of WNV-induced cytopathic effect – cell-based, CPE readout (AID 1621). West Nile virus-infected cells, CPE inhibition; higher % means a stronger effect. CPE inhibition, % at 10 µM, or IC50 in µM where a hit was titrated. actives 0.02% (n = 290,000); in the data active means a potency from the dose series; further: strong numbers were not always called active
GPR35 antagonists – inhibition of zaprinast-stimulated GPR35 beta-arrestin translocation – imaging, U2OS, beta-arrestin-GFP, zaprinast agonist, primary screen (AID 2058); actives 0.052% (n = 290,000); inhibition, % at 10 µM; hits with a dose series show IC50 in µM; U2OS GPR35 beta-arrestin-GFP translocation imaging, zaprinast antagonism; higher % means a stronger effect;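 active means inhibition of at least 50% with at least 30 cells and total cytoplasm GFP at most 10,000,000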
NS5 inhibitors – flavivirus cap methylation enzyme inhibition – biochemical, confirmation dose response, primary screen (AID 588689) | actives 0.3% (n = 340,000) | Dengue-2 NS5 methyltransferase capping enzyme assay, biochemical; higher % means a stronger effect | inhibition, % at 25 µM, or IC50 in µM where a hit was titrated; in the data active means a potency from the dose series
NS5 inhibitors pilot replicate – further read-out of NS5 inhibitors, marked with its call; inhibition, %; measured here: pilot screen replicate inhibition
* = called active by the depositor; . = not tested or not shown; [ ] = another dose, or the depositor's remark.

SMILES	NOD1 NF-kB reporter	HIV fusion peptide	GPR55 beta-arrestin	KOR beta-arrestin-1	GPR55 LPI antagonism	KOR beta-arrestin-2	West Nile antiviral	GPR35 antagonists	NS5 inhibitors	others
O=C(NCc1ccccn1)c1cc2n(n1)C(C(F)(F)F)CC(c1ccco1)N2 (centres undefined)	9%	4.6%	0.7%	12%	3%	-55%	1.1%	-9%	.
Cc1cc(Nc2ccccc2F)n2ncnc2n1	-20%	-1.4%	-0.1%	-2.1%	-4%	16%	0.8%	4%	-1%
Cc1ccc(C(=O)N/C(=C\c2cccs2)C(=O)NCCCn2ccnc2)cc1	-5%	0.9%	0.4%	3.9%	17%	9%	-0.3%	-3%	0%
O=C1CCc2cc(S(=O)(=O)NCCCC(=O)N3CCN(Cc4ccc5c(c4)OCO5)CC3)ccc2N1	-44%	0.8%	0.0%	4.6%	-3%	1%	0.6%	-9%	-20%
COc1ccc(OCC(=O)NNC(=O)C(=O)N2CCCC2)cc1	-31%	-0.3%	0.4%	1.5%	9%	11%	-0.2%	-10%	-8%
COc1ccc(/C=N/n2c(-c3cccs3)n[nH]c2=S)cc1	21%	0.1%	0.2%	0.6%	12%	-24%	0.4%	1%	-17%
O=C(CCN1C(=O)c2ccncc2C1=O)NCc1ccc(Cl)cc1	1%	-2.3%	0.0%	3.3%	7%	-45%	0.2%	1%	-6%
CCc1ccccc1N(CC(=O)NCC1CCCO1)C(=O)CCC(=O)Nc1nccs1 (centres undefined)	-28%	-1.1%	0.2%	-5.3%	1%	9%	-0.2%	2%	-2%
O=C(CN1CCC(NC(=O)c2ccccc2F)CC1)Nc1ccc2c(c1)OCCO2	-29%	-0.8%	-0.1%	.	2%	-19%[20 µM]	0.3%	-4%	-6%
O=C(NC(CO)Cc1ccccc1)c1ccccc1 (centres undefined)	-29%	1.1%	0.8%	1.2%	9%	-17%	0.0%	-10%	4%
CC(=O)NC1C(=O)N=C(SCc2ccccc2)NC1=O (centres undefined)	1%	0.5%	-0.2%	-6.6%	8%	-4%	0.6%	-14%	2%
COC(=O)CC(NC(=O)c1ccc(C)cc1)c1ccc2c(c1)OCO2 (centres undefined)	-10%	-2.4%	0.5%	-0.2%	3%	8%	0.9%	3%	8%
CC(=O)C1=C(C)OC(N)=C(C#N)C1c1cccc2ccccc12 (centres undefined)	-5%	-0.3%	-0.1%	1.7%	5%	7%	0.4%	-2%	2%
Nn1c(SCC(=O)Nc2ccccc2F)nnc1C1CCCCC1	-3%	-0.6%	-0.1%	-0.5%	-9%	-41%	-0.1%	9%	-3%
C=CCOc1ccc(C(=O)N(Cc2ccc(N(C)C)cc2)C2CCS(=O)(=O)C2)cc1 (centres undefined)	-24%	-0.2%	0.2%	-6.6%	-2%	-26%	-0.1%	-14%	0%
COC(=O)c1ccc(NC(=O)Cn2nc(C)cc2C)cc1	-20%	-0.7%	0.3%	.	2%	-45%[20 µM]	0.1%	11%	2%
CC1CCCN(S(=O)(=O)c2cccc(-c3cn4cccnc4n3)c2)C1 (centres undefined)	.	-0.5%	-0.1%	2.8%	25%	16%	.	11%	-3%
CCCCN1C(=O)C(NC(=O)C2CC2)(C(F)(F)F)C2=C1CC(C)(C)CC2=O (centres undefined)	13%	0.4%	-0.1%	1.2%	10%	0%	-0.4%	-2%	-2%
Cc1ccc(NC(=O)c2cc(-c3ccc(C)o3)nc3ccccc23)nc1	-6%	6.8%	-0.1%	-3.7%	1%	23%	-0.7%	0%	-5%
CCCC1=Nc2cc(C(=O)NCc3ccco3)ccc2Sc2ccccc21	17%	0.8%	-0.6%	11%	-4%	-112%	3.1%	-5%	-3%
CCC(=O)NC(=S)Nc1cc(C(=O)O)ccc1OC	-8%	1.4%	0.2%	-2.9%	14%	3%	1.4%	-7%	-3%
CC(=O)N(C(C)=O)N1C(=O)/C(=C/c2ccc(Cl)cc2)SC1=S	-13%	12%	1.4%	-0.4%	4%	-5%	-0.7%	8%	23µM*
COc1ccc(OC)c(NC(=O)CN(c2ccc(C(C)C)cc2)S(=O)(=O)c2c(C)noc2C)c1	33%	0.7%	-0.1%	1.9%	-4%	16%	1.6%	-8%	-4%
O=[N+]([O-])c1ccc(C2Nc3cccc4cccc(c34)N2)cc1	25%	22%	-0.4%	-5.0%	16%	16%	-0.3%	-5%	9%
COc1ccc(NC(=O)c2ccc(NC(=O)CSc3nccc(=O)[nH]3)cc2)cc1	-11%	0.3%	-0.1%	0.3%	-2%	26%	0.1%	-4%	27%

9 compounds from above, sorted by SMILES length, largest number first:
SMILES	NOD1 NF-kB reporter	HIV fusion peptide	GPR55 beta-arrestin	KOR beta-arrestin-1	GPR55 LPI antagonism	KOR beta-arrestin-2	West Nile antiviral	GPR35 antagonists	NS5 inhibitors	others
O=C(NCc1ccccn1)c1cc2n(n1)C(C(F)(F)F)CC(c1ccco1)N2 (centres undefined)	9%	4.6%	0.7%	12%	3%	-55%	1.1%	-9%	.
CCc1ccccc1N(CC(=O)NCC1CCCO1)C(=O)CCC(=O)Nc1nccs1 (centres undefined)	-28%	-1.1%	0.2%	-5.3%	1%	9%	-0.2%	2%	-2%
Cc1ccc(C(=O)N/C(=C\c2cccs2)C(=O)NCCCn2ccnc2)cc1	-5%	0.9%	0.4%	3.9%	17%	9%	-0.3%	-3%	0%
Cc1ccc(NC(=O)c2cc(-c3ccc(C)o3)nc3ccccc23)nc1	-6%	6.8%	-0.1%	-3.7%	1%	23%	-0.7%	0%	-5%
COC(=O)CC(NC(=O)c1ccc(C)cc1)c1ccc2c(c1)OCO2 (centres undefined)	-10%	-2.4%	0.5%	-0.2%	3%	8%	0.9%	3%	8%
COc1ccc(OCC(=O)NNC(=O)C(=O)N2CCCC2)cc1	-31%	-0.3%	0.4%	1.5%	9%	11%	-0.2%	-10%	-8%
CC(=O)NC1C(=O)N=C(SCc2ccccc2)NC1=O (centres undefined)	1%	0.5%	-0.2%	-6.6%	8%	-4%	0.6%	-14%	2%
O=C(NC(CO)Cc1ccccc1)c1ccccc1 (centres undefined)	-29%	1.1%	0.8%	1.2%	9%	-17%	0.0%	-10%	4%
Cc1cc(Nc2ccccc2F)n2ncnc2n1	-20%	-1.4%	-0.1%	-2.1%	-4%	16%	0.8%	4%	-1%

Continuation:
SMILES	NOD1 NF-kB reporter	HIV fusion peptide	GPR55 beta-arrestin	KOR beta-arrestin-1	GPR55 LPI antagonism	KOR beta-arrestin-2	West Nile antiviral	GPR35 antagonists	NS5 inhibitors	others
Cn1c(SCc2cc(=O)n3cc(Br)ccc3n2)nnc1C1COc2ccccc2O1 (centres undefined)	-15%	-2.9%	-0.1%	1.9%	-2%	2%	0.8%	-8%	-7%
Cc1cccc(NS(=O)(=O)c2cccc3cccnc23)n1	2%	-1.8%	-0.3%	-2.6%	1%	18%	-0.2%	0%	-1%
O=C(Nc1ccc(S(=O)(=O)NCc2ccco2)cc1)c1cccc(F)c1	-5%	3.2%	-0.1%	-3.6%	4%	27%	-0.7%	3%	-5%
COc1ccc(CC(=O)NCCc2ccc(S(N)(=O)=O)cc2)cc1	-20%	1.8%	-0.2%	-8.3%	8%	-3%	.	13%	1%	NS5 inhibitors pilot replicate=-0.4
Cc1ccc(OCCn2cnc3ccccc3c2=O)c([N+](=O)[O-])c1	-54%	-0.2%	-0.4%	-1.0%	6%	.	-0.5%	0%	-6%
O=C(c1ccc(N2CCCCS2(=O)=O)cc1)N1CCN(c2ccc(N3CCOCC3)nn2)CC1	-7%	0.3%	-0.1%	-1.9%	-1%	27%	.	-19%	-6%
COc1ccccc1/C=C/CN1CCC(n2nccc2NC(=O)C2CC2)CC1	9%	1.7%	0.8%	-3.8%	6%	-2%	-0.8%	-12%	-3%
COc1ccccc1OC(C)C(=O)N(Cc1ccco1)C1CCS(=O)(=O)C1 (centres undefined)	-27%	1.4%	1.0%	-7.9%	7%	-5%[20 µM]	-1.1%	4%	-2%
COC(=O)c1cn(C(=O)c2ccc(Br)o2)c2ccccc12	-34%	0.4%	-0.1%	-1.8%	-4%	-22%	1.2%	-15%	-4%
Cc1cnc(C(=O)NCc2ccc(Cl)cc2Cl)cn1	-4%	-1.2%	-0.4%	-1.1%	5%	18%	-0.8%	-3%	-6%
CC(C)OP(=O)(OC(C)C)C1(O)C(=O)Nc2ccccc21 (centres undefined)	16%	-1.6%	0.5%	8.5%	8%	-6%	0.3%	1%	-9%
CCOc1ccc(Cn2ccnc2)cc1[N+](=O)[O-]	-1%	-0.7%	-0.2%	4.7%	-6%	10%	-0.4%	-8%	3%
Cc1ccc(S(=O)(=O)NCC(=O)N(CC(=O)NCC2CCCO2)c2ccc(Cl)cc2)cc1 (centres undefined)	-22%	-0.4%	0.5%	-0.6%	0%	7%	-0.9%	-9%	-1%
Cc1cc(C)c(S(=O)(=O)Nc2ccc(O)cc2)cc1C	28%	-1.3%	0.0%	-0.3%	4%	-15%	-0.3%	-1%	3%	NS5 inhibitors pilot replicate=-1.2
COc1ccc(CCNC(=O)c2ccc(CS(=O)(=O)Cc3cccc(C)c3)o2)cc1OC	-9%	-0.9%	0.0%	-2.2%	13%	-24%	0.0%	-3%	-10%
COc1cc(/C=C/C(=O)Nc2ccc3[nH]c(=O)[nH]c3c2)cc(OC)c1OC	27%	-2.7%	-0.1%	3.1%	15%	-66%[20 µM]	0.0%	3%	-6%
CN(C)c1nc(-c2cn(CCC#N)c3ccccc23)cs1	9%	2.6%	-0.1%	0.4%	8%	-7%	-0.7%	2%	21%
CCOc1ccc(Cc2nc(N)nc(N)n2)cc1	-8%	-0.7%	-0.1%	-2.1%	-1%	17%	-0.5%	3%	0%
CC(c1ccon1)N(C)C(=O)c1ccc2nc(Cc3cccc(Cl)c3)oc2c1 (centres undefined)	-23%	-1.8%	0.2%	-1.9%	-4%	-10%	-0.7%	-3%	-1%
CNC(=O)NC(=O)COc1ccc2oc3c(c2c1)CCCC3	-3%	0.0%	-0.1%	-2.1%	2%	-13%	-0.6%	9%	2%
COCCNC(=O)c1ccc(NC(=O)C2(c3ccccc3)CCCC2)cc1	-30%	-1.6%	-0.1%	-3.4%	0%	16%	0.1%	-20%	0%
O=S(=O)(c1ccc(Cl)cc1)N1CCN(Cc2cccnc2)CC1	3%	1.6%	0.5%	3.7%	-10%	-1%	-0.1%	19%	-1%
CC(C)c1ccc(/C=C/c2[nH]c(=O)[nH]c(=O)c2[N+](=O)[O-])cc1	54%	18%	0.5%	2.7%	16%	-53%[20 µM]	-0.3%	5%	.
CCC(C)NC(=O)CN1C(=O)COc2ccc(S(=O)(=O)N3CCOCC3)cc21 (centres undefined)	-14%	0.6%	0.2%	0.2%	-4%	-39%	-0.2%	11%	4%
COc1ccc(-c2cc(N3C(=O)Nc4ccccc4N3O)n[nH]2)c(OC)c1	-17%	-1.8%	-0.1%	-0.4%	7%	-7%	0.0%	-22%	2%

Compound activity as filed in PubChem.

Only part of the results is shown (hit frequency here may not be typical).
